From PubChem
CHOP UPR activ: activators of apoptotic arm of unfolded protein response (CHOP); AID 449763; 0.34% of 330,000 active; CHO-CHOP luciferase reporter, UPR activation, luminescence; percent of tunicamycin response over DMSO baseline; activation, % at 10 µM;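 active means at 10 µM dose, activation of 40% or more, normalized to positive control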;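 further: 100% = tunicamycin at 10 µg/mL and 0% = DMSO alone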
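System: CHO-CHOP luciferase reporter cell line | Buffer or medium: F12 medium containing 10% fetal bovine serum | Doses: One dose, 10 µM in 0.5% DMSO | Times: 6 h compound exposure at 37 °C after overnight seeding | Signal: Luciferase luminescence | Read-out: % activation vs tunicamycin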
APJ ag: agonists of human APJ apelin receptor. P35414. CHO-K1 APJ PathHunter beta-arrestin, luminescence; 0% DMSO wells, 100% apelin. activation, % at 20 µM. 0.11% of 330,000 active. AID 2520;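 active means activation more than six SD over the plate average, tested at 20 µM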;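 further: 0% = DMSO alone and 100% = apelin-13 at 10 nM; some results filed as inactive read as strong as hits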
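Test system: CHO-K1 APJ beta-arrestin complementation cell line | Compound: Single test compound dose, 20 µM final, 1% DMSO | Incubation: Compound 90 min 25 °C, reagent 1 h | Measured by: beta-gal luminescence | Read-out basis: APJ–arrestin association signal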
NLRP3 yeast inh: inhibitors of NALP3 inflammasome in yeast | Yeast reconstituted NLRP3/ASC/caspase-1, beta-gal luminescence, 24 h | 0.39% of 330,000 active | inhibition, % at 10 µM;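 active means inhibition of 50% or more; inactive means inhibition below 50%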;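 further: plate controls were induced DMSO wells for no effect and uninduced yeast grown without galactose for full effect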
TIM10 inh: TIM10 yeast growth inhibition | S. cerevisiae TIM10 strain growth, BacTiter-Glo luminescence, 24 h | inhibition, % at 10 µM | 1.4% of 330,000 active | AID 463195;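 active means inhibition of 40% or more at the single tested concentration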;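 further: wild-type TIM10 isogenic control strain grown at permissive 25 °C; 0% = DMSO yeast wells and 100% = minimal medium wells without yeast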
tim10-1 inh: growth inhibitors of tim10-1 mutant yeast. inhibition, % at 20 µM. S. cerevisiae tim10-1 ts strain growth, BacTiter-Glo, 24 h. AID 463190. 2.2% of 330,000 active;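 active means inhibition of at least 40%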;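 further: mutant grown at 25 °C; 0% = DMSO wells with yeast and 100% = wells holding no yeast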
GRIN3A LBD mod: NR3A (human) ligand-binding domain modulation; NR3A LBD differential scanning fluorimetry, Tm shift; 0% = protein alone, 100% = glycine-bound protein; Tm shift relative to glycine control, % at 25 µM; 2.5% of 340,000 active; AID 1259313;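 active means melting temperature shift of at least 10% of the positive control shift, at one fixed dose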
XBP1 UPR activ: adaptive UPR (XBP1) activation; CHO-XBP1 luciferase reporter, IRE1-XBP1 UPR activation, luminescence; percent of tunicamycin response, DMSO as zero; activation, % at 20 µM; 0.33% of 330,000 active; AID 463104;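 active means versus positive control, 20 µM dose yields 30% or more activation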;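 further: 100% = tunicamycin at 10 µg/mL and 0% = DMSO only wells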
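Material: CHO-XBP1 cells stably carrying IRE1-XBP1-driven luciferase reporter | Medium: F12 with 10% serum | Compound dosing: 20 µM single concentration, DMSO 1% | Incubation: Overnight seeding at 37 °C, 6 h compound treatment at 37 °C | Detection: Steady-Glo luminescence read | Read-out basis: % activation of reporter signal versus tunicamycin and DMSO controls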
Mdm2-MdmX inh: human Mdm2/MdmX binding inhibition; SaOS-2 split-luciferase Mdm2/MdmX complementation, luminescence; 3% of 330,000 active; inhibition, % at 8 µM; O15151+Q00987; AID 485346;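 active means inhibition of at least 50% at 8 µM in the primary screen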
Target sequence (O15151 whole entry, looked up): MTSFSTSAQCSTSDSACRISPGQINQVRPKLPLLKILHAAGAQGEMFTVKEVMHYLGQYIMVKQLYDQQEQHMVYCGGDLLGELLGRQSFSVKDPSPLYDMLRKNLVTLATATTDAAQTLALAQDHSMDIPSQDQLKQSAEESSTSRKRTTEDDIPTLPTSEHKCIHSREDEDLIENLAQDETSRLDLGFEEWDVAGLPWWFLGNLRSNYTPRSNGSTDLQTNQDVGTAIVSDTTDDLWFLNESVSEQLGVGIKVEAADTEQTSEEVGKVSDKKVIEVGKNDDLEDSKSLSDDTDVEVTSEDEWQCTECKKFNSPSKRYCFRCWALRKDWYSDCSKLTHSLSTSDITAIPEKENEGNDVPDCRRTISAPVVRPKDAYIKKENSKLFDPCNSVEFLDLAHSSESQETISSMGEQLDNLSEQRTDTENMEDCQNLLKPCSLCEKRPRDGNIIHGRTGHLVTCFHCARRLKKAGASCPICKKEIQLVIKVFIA
Target sequence (Q00987 whole entry, looked up): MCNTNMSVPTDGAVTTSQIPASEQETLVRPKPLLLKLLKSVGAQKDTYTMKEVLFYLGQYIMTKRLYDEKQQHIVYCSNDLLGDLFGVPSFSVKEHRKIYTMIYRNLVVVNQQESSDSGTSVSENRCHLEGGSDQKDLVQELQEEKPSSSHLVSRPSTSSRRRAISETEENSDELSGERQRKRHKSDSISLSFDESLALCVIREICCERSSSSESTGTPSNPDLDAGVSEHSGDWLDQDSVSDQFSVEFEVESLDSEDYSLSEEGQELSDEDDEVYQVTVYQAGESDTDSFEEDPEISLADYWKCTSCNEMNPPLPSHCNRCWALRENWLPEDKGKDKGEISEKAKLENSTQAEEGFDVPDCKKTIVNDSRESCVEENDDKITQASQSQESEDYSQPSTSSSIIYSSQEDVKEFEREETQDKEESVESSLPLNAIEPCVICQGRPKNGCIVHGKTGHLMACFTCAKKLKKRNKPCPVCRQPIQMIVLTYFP
tim23-1 inh: tim23-1 yeast growth inhibition. S. cerevisiae tim23-1 growth, BacTiter-Glo luminescence, 24 h. inhibition, % at 20 µM. 1.3% of 330,000 active. AID 463212;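 active means growth inhibition of the mutant yeast at or above 50%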;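 further: temperature-sensitive mutant grown at 25 °C; plate controls were DMSO-treated mutant yeast for no effect and medium wells lacking yeast for full effect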
* hit, by the source's call; / = not tested or not shown. An unsorted share of the library; any-hit rate near 8.2%.

SMILES	CHOP UPR activ	APJ ag	NLRP3 yeast inh	TIM10 inh	tim10-1 inh	GRIN3A LBD mod	XBP1 UPR activ	Mdm2-MdmX inh	tim23-1 inh
CCn1c(Cc2ccccc2)n[nH]c1=S	1.0	-3	0	4	0	-1	-1	8	-3
Cc1ccc(C)c(NC(=S)Nc2ncccc2C)c1	4.5	-2	21	39	39	-1	7	-47	39
CC(C)(Cc1ccc(O)cc1)NC(=O)CC(=O)N/N=C/c1ccc(Cl)cc1	-1.1	2	16	13	5	0	0	36	17
NS(=O)(=O)c1ccc(CCNC(=O)c2cc(-c3ccccn3)nc3ccc(Br)cc23)cc1	5.6	1	20	-17	-39	-11	15	77*	-52
CC(=O)c1cnc2nc(SCc3ccccc3C)nn2c1C	1.9	-3	39	-10	-7	2	-3	-5	33
Cc1ccc(C)c(N(Cc2cc3ccc(C)cc3[nH]c2=O)C(=O)c2ccco2)c1	0.8	-4	-2	-3	7	-3	0	20	19
CCC1(CC)NC(=O)N(CC(=O)OC(C)C(=O)Nc2ccccc2OC)C1=O (centres undefined)	0.5	0	12	4	-6	1	3	4	-8
CC(C)(C)c1ccc(NC(=O)C(=O)C2C(=O)Nc3ccccc32)cc1 (centres undefined)	2.6	-3	14	15	-45	2	4	21	15
C[C@@]12CCC=C[C@H]1[C@H](c1ccc(C(F)(F)F)cc1)N(Cc1ccccc1)C2=O	0.3	-8	23	36	37	0	4	-2	42
O=C(NCc1ccco1)c1cccnc1Cl	1.4	-1	9	8	12	-7	-1	-7	4
Cc1cc(/C=N/Nc2ccc([N+](=O)[O-])cn2)c(C)n1-c1cccc(C(=O)O)c1	1.1	-5	19	7	2	-3	2	0	-3
Cc1cc(C)cc(NC(=O)c2ccc(CNc3c(N4CCOCC4)c(=O)c3=O)cc2)c1	-1.3	-1	24	4	17	-3	1	27	2
COc1ccc(CCN=C2SCC(=O)N2Cc2ccccc2)cc1OC	0.4	-1	-4	14	8	-1	1	-14	13
O=C1OC(Nc2ccccn2)c2ccccc21 (centres undefined)	1.3	0	0	-13	7	-1	1	10	0
COC(=O)c1cc(C#N)c(=O)[nH]c1C	0.1	-4	15	4	13	1	0	5	6
COc1ccc(N(CC(=O)Nc2cc(C)ccc2C)S(=O)(=O)c2c(C)noc2C)cc1	1.4	-1	-1	26	29	1	-2	11	28
Cc1cnc(C(=O)NNC(=O)c2ccc(Br)cc2)cn1	-0.5	27	11	5	21	2	-1	61*	1
O=C(Nc1ccc(SC(F)F)cc1)c1cc(-c2ccncc2)nc2ccccc12	8.4	-1	15	20	34	-3	64*	34	35
Cc1ccc(-c2csc(NCCn3c(C)nc4cc(C(F)(F)F)ccc43)n2)cc1	-1.2	-3	2	17	2	3	-4	20	16
C/C(=N\NC(=S)NC(C)C)c1ccc(C(C)(C)C)cc1	4.8	-4	13	22	25	-3	-1	-3	39
CC1(C)CC(=O)c2c(nc3ccccc3c2N)C1	-2.6	-4	1	-7	0	-1	1	-15	1
CN[C@H](C(=O)NC[C@H]1O[C@@H](n2cnc3c(N)ncnc32)[C@H](O)[C@@H]1O)[C@@H](C)OCc1ccccc1	0.4	/	/	-18	0	0	3	17	9
O=C1OCCN1C(=O)[C@H]1[C@H](c2ccc(F)cc2)C(c2ccc(F)cc2)=NN1c1ccccc1	-1.4	-2	2	24	25	-4	1	16	36
Cc1c(C(=O)N2CCN(c3ccc(F)cc3)CC2)sc2nc3n(c(=O)c12)CCC3	0.6	-1	5	-4	26	0	-4	7	19
COc1ccccc1C(=O)NN=C1CCN(Cc2ccccc2)CC1	2.3	2	2	3	6	-4	-1	1	16
CCOc1cc(N2CCOCC2)c(OCC)cc1NC(=O)c1cccc(N(C)C)c1	-2.0	-2	6	6	12	-2	-1	9	27
CSc1ccccc1NC(=S)NCc1ccc(Cl)cc1	4.0	-2	31	30	16	-1	-1	-15	42
CCOC(=O)C1CCCN(C(=O)Cn2nc(CC)n3c(cc4sccc43)c2=O)C1 (centres undefined)	-1.5	-5	0	1	-2	-5	0	1	5
Cc1sc2nc(SCC(N)=O)n(C)c(=O)c2c1C	1.9	-6	2	9	12	0	0	28	7
COC(=O)c1cn(NC(=O)c2cccnc2)c(=O)c2ccccc12	-1.0	1	-8	10	7	-1	-1	3	1
CC(=O)c1ccc(N2CCN(C(=O)c3cn(Cc4ccccc4)nc3-c3cccnc3)CC2)c(F)c1	-1.2	-2	6	7	17	-2	0	19	5
N#Cc1ccc(OC(=O)c2cnccn2)cc1	-0.2	-4	-21	13	0	0	-3	-5	3
CC1CN(S(=O)(=O)c2ccc(C(=O)N(CCCN(C)C)c3nc4c(Cl)cccc4s3)cc2)CC(C)O1 (centres undefined)	0.1	0	3	5	-5	1	-2	-4	1
Cc1cnn(CCC(=O)NNC(=S)NCC(C)C)c1	-0.7	-3	9	15	1	0	-4	1	9
CCCCn1c(N)c(N(CC(C)C)C(=O)CSc2n[nH]c(-c3ccc(C)cc3)n2)c(=O)[nH]c1=O	1.3	-2	27	-10	-7	-2	-2	16	-3
N#CC(C#N)=C(N)CSc1cccc[n+]1[O-]	1.0	0	5	6	11	-1	-2	-29	14
CCCCCNC(=O)c1cccc(S(=O)(=O)N2CC3(C)CC2CC(C)(C)C3)c1 (centres undefined)	-0.3	2	17	7	29	4	6	26	44
COc1cc2[nH]c(=O)n(Cc3ccc(C(=O)N4CCC(N5CCCCC5)CC4)cc3)c(=O)c2cc1OC	-1.2	-1	-1	3	-7	0	0	13	1
O=C(NC(Cc1c[nH]c2ccccc12)C(=O)O)c1cccs1 (centres undefined)	0.1	3	-18	-15	-2	-6	1	3	6
COC(=O)CCCC1=CC2=CC(=O)C(C)(OC(=O)c3cccs3)C(=O)C2=CN1CC(C)C (centres undefined)	-0.1	15	15	7	-1	0	-2	-7	17

In a second layout: entries from further up.
| Compound | CHOP UPR activ | APJ ag | NLRP3 yeast inh | TIM10 inh | tim10-1 inh | GRIN3A LBD mod | XBP1 UPR activ | Mdm2-MdmX inh | tim23-1 inh |
| --- | --- | --- | --- | --- | --- | --- | --- | --- | --- |
| Cc1sc2nc(SCC(N)=O)n(C)c(=O)c2c1C | 1.9 | -6 | 2 | 9 | 12 | 0 | 0 | 28 | 7 |
| COC(=O)c1cn(NC(=O)c2cccnc2)c(=O)c2ccccc12 | -1.0 | 1 | -8 | 10 | 7 | -1 | -1 | 3 | 1 |
| CC(=O)c1ccc(N2CCN(C(=O)c3cn(Cc4ccccc4)nc3-c3cccnc3)CC2)c(F)c1 | -1.2 | -2 | 6 | 7 | 17 | -2 | 0 | 19 | 5 |
| N#Cc1ccc(OC(=O)c2cnccn2)cc1 | -0.2 | -4 | -21 | 13 | 0 | 0 | -3 | -5 | 3 |

Next section:
SMILES	CHOP UPR activ	APJ ag	NLRP3 yeast inh	TIM10 inh	tim10-1 inh	GRIN3A LBD mod	XBP1 UPR activ	Mdm2-MdmX inh	tim23-1 inh
COc1cc(OC)cc(-c2c(C#Cc3ccsc3)c3cc(-c4ccc5c(c4)OCO5)ccc3n2C)c1	-0.3	0	19	4	-7	-4	-3	-16	1
CCOC(=O)CSc1nnc(-c2ccco2)n1-c1ccc(C)cc1	0.9	-6	4	17	20	-1	-2	8	10
CCOc1ccccc1NC(=O)Nc1cc(OC)ccc1OC	1.7	-1	5	2	4	1	-1	18	5
COc1cc(NC(=O)CSc2nccc(C)n2)c(C)cc1[N+](=O)[O-]	1.1	-3	17	11	14	-1	-3	0	5
COc1ccc(S(=O)(=O)N2CCN(C(=S)NCCc3ccccc3)CC2)cc1	2.1	13	20	13	28	-7	-7	14	32
COc1ccc(NC(=O)CN2CCN(CC(=O)Nc3ccc(F)cc3F)CC2)cc1	2.9	-1	-1	-6	4	-1	-2	4	5
Cc1ccc(S(=O)(=O)N(C(=O)c2ccncc2)c2ccc(OC(=O)c3ccncc3)c3ccccc23)c(C)c1	59*	4	6	19	48*	0	-3	32	46
CCN(CC(=O)Nc1cccc(OC)c1)CC(=O)Nc1ccc(Br)c(C)c1	0.8	-3	8	30	29	8	1	26	20
Cc1ccc(NC(=O)CC(=O)Nc2ccc(C)cc2C)c(C)c1	-1.5	-1	24	6	-7	-5	-1	26	4
c1ccc(CNc2ccc3ccccc3n2)nc1	-0.7	-4	8	9	-4	-9	-1	-96	2
CCOc1ccc(C(CC(=O)O)NC(=O)C(c2ccccc2)c2ccccc2)cc1OC (centres undefined)	0.9	-2	26	0	-9	-2	-3	-11	-2
CC1CCCC(NC(=O)C2CC(=O)N(Cc3ccccc3)C2)C1C (centres undefined)	-1.0	5	-12	-4	-3	0	-3	-1	4
COc1ccc(F)c(-c2nc(CN3CCC(c4ccccc4)CC3)c(C)o2)c1	-1.1	-1	28	-1	-14	-1	3	19	1
O=c1ccc(NS(=O)(=O)c2ccc(Cl)cc2)cn1Cc1ccc(Cl)c(Cl)c1	1.3	3	17	7	25	-2	2	-20	-1
O=C1CN(C(=O)NCC(=O)N[C@@H](C(=O)O)c2ccccc2)c2ccccc2N1	-1.1	-1	12	10	2	3	1	13	12
NC(=S)c1cnn2c(-c3cccc(C(F)(F)F)c3)ccnc12	2.7	-3	8	-33	1	-1	-3	7	12
CCC(C)NC(=O)Cc1ccc(-c2ccccc2)cc1 (centres undefined)	-1.7	-1	-8	10	24	-2	1	20	6
CCOC(=O)c1c(C)[nH]c(C)c1S(=O)(=O)N(C)CC(=O)Nc1ccccc1F	2.6	-2	16	4	2	-2	-3	-6	-2
CCOc1cc2[nH]c(=O)n(CCCC(=O)NCc3ccc(OC)cc3)c(=O)c2cc1OCC	-1.4	-3	6	7	11	0	3	16	-8
CN(C)S(=O)(=O)c1ccc(C(=O)OCc2ccc(C#N)cc2)cc1	-3.1	3	17	5	34	2	-3	-9	31
Cc1noc(C)c1CS(=O)(=O)c1ccc([N+](=O)[O-])cc1	-0.7	1	8	-5	-6	0	-3	5	5
COc1cc2[nH]c(=O)n(CCC(=O)NC3CCCC3)c(=O)c2cc1OC	0.6	-1	10	7	-18	-8	-1	10	1
O=C(N/N=C/c1ccc([N+](=O)[O-])s1)c1cccc(Br)c1	-1.6	4	26	30	52*	7	1	77*	39
COc1cc(OC)cc(C(=O)Nn2cc(C(=O)Nc3ccc(F)cc3F)c3ccccc3c2=O)c1	2.4	1	12	11	12	-4	-3	21	-3
COc1cc(CCC(=O)OCC(=O)Nc2ccc(F)c(F)c2F)cc(OC)c1OC	0.1	-1	-5	-6	21	-1	-3	7	19
COc1ccc(CCNC(=O)c2ccc3nc(N4CCOCC4)sc3c2)cc1OC	0.6	-1	17	8	4	0	0	-20	10
c1ccc(CCn2nnnc2CN2CCCc3ccccc32)cc1	-0.3	-5	20	10	13	1	-2	9	-7
COc1ccc(-c2csc(NS(=O)(=O)c3ccc([N+](=O)[O-])cc3)n2)cc1	2.4	3	13	3	17	8	-2	-36	84*
COc1ccc(Cc2nc3ccc(C(=O)NCCn4ccnc4C)cc3o2)cc1OC	1.3	-3	18	11	0	-3	0	8	-5
CCOC(=O)Nc1sc(NS(=O)(=O)c2ccc(C)cc2)nc1C	-0.7	0	15	2	2	0	1	-3	11
Cc1ccc2nc(NC(=O)CSc3nc4ccccc4o3)sc2c1	1.8	-4	-12	10	-2	-3	2	-12	15
